NF-kB neuron act – NF-kB expression increase, human neuronal cells. NF-kB reporter expression; hits give high values. fold change at 12.5 µM. hit rate 1.6% among 190,000; in the data active = fold change above about 3.3
STAT3 activator – activators of IL-6 induced STAT3 signaling | hit rate 0.91% among 190,000 | U3A cells, IL-6 STAT3-luciferase reporter, luminescence; 100% = signal with IL-6 EC80 alone | activation (% of control), % at 5.6 µM;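 active = activation above the screen-wide mean of compound activation plus 3 SD, cut at about 130% in these data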;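 note: 0% = background luminescence of wells with medium and substrate only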
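Material: STAT3-luciferase reporter U3A cells. Controls: IL-6-treated wells, 100% activation. Read-out: % activation versus median of IL-6-stimulated wells. Probe or stimulus: IL-6 stimulus at 33 ng/mL final. Timing: compound 1 h, then IL-6 6 h at 37 °C. Signal: reporter luminescence signal.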
FLuc inh counter – inhibits firefly luciferase, flagging false hits in luciferase inhibition screens; ATPLite firefly luciferase biochemical luminescence, 10 min; inhibition, % at 10 µM; hit rate 1.5% among 200,000; AID 1006;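 active = inhibition above about 50% when tested at 10 µM, limit read from the data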
Target sequence (P08659 whole entry, looked up): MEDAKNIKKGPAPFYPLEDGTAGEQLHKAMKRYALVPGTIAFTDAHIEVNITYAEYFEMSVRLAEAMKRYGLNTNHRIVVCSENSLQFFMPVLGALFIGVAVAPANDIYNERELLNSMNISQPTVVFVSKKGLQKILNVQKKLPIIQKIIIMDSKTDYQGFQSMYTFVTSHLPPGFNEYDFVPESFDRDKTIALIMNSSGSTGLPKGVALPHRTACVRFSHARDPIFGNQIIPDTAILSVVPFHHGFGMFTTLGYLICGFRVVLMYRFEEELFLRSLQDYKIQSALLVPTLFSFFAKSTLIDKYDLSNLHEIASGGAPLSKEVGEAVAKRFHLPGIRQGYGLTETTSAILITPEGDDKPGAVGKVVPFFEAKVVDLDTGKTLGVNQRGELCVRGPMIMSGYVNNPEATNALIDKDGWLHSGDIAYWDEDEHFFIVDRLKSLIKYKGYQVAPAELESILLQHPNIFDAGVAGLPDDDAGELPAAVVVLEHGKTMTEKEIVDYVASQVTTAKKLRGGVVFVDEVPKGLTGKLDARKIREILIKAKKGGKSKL
STAT1 act – STAT1 signaling activation | activation (% of control), % at 5.5 µM | AID 932 | NIH 3T3 STAT1-luciferase reporter, IFN-gamma, luminescence; 100% = IFN-gamma alone, no compound | hit rate 2.6% among 200,000;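 active = activation above the screen-wide mean activation plus 3 SD, cut at about 130% in these data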;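 note: raw ratio to IFN-gamma control signal so 100% means no change and 0% no light; values of inactives mirror those of a sister screen read the other way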
STAT3 blocker – inhibitors of IL-6 induced STAT3 signaling; inhibition, % at 5.5 µM; hit rate 0.89% among 190,000; AID 862; U3A cells, IL-6 STAT3-luciferase reporter, luminescence; host cell line lacks STAT1;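 active = inhibition above the mean inhibition across all screened compounds plus 3 SD, cut at about 44% in these data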;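 note: 0% = DMSO only wells and 100% = 100 µM nifuroxazide control wells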
STAT1 blocker – STAT1 signaling inhibition; NIH 3T3 STAT1-luciferase reporter, IFN-gamma, luminescence; inhibition, % at 5.5 µM; hit rate 0.35% among 200,000; AID 920;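 active = inhibition above a set limit, the mean inhibition across all tested compounds plus 3 SD, cut at about 34% in these data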;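 note: 0% = IFN-gamma with DMSO and 100% = IFN-gamma with 300 µM nifuroxazide; values of inactives mirror those of a sister screen read the other way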
APP 5'UTR act – activates APP 5'UTR luciferase reporter; activation, % at 2 µM; hit rate 1% among 190,000; SH-SY5Y APP 5'UTR luciferase reporter, luminescence; zero percent = DMSO vehicle wells;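 active = activation above a set limit, based on mean plus 3 SD of controls, cut at about 140% in these data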; note: values of inactives mirror those of a sister screen read the other way
APP transl inh – APP translation inhibition | SH-SY5Y APP 5'UTR-luciferase reporter, luminescence | inhibition, % at 2 µM | hit rate 0.82% among 190,000 | AID 1285;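 active = inhibition above a set limit, derived from the sample mean plus 3 SD, cut at about 45% in these data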; note: values of inactives mirror those of a sister screen read the other way
RAM inhibit – blocks the yeast RAM network; inhibition, % at 50 µM; hit rate 1.8% among 190,000; S. cerevisiae dse1pr::URA3 reporter, 5-FOA growth OD615, 2 d; analog-sensitive cbk1-as2 kinase mutant strain;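 active = inhibition above a set limit, 3 SD over mean compound inhibition, cut at about 8.4% in these data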;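 note: 0% = DMSO-only wells with no growth and 100% = 10 µM 1-NA-PP1 full growth; inhibition rescues growth on 5-FOA so higher OD means more RAM inhibition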
Hsp70 activator – switches on Hsp70 transcription | activation, % at 10 µM | HeLa Hsp70 promoter luciferase reporter, luminescence; scaled: vehicle 0, proteasome-inhibitor control 100% | hit rate 0.04% among 200,000;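 active = activation above the mean across all tested compounds plus 3 SD, cutoff set per campaign, cut at about 5.5% in these data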;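 note: 100% = MG132 at 30 µM as the positive control and 0% = DMSO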
The depositor's hits bear a star; . = no result given. This is a random part of the collection, and some 7.7% of all compounds hit somewhere here.

Codes – A = NF-kB neuron act; B = STAT3 activator; C = FLuc inh counter; D = STAT1 act; E = STAT3 blocker; F = STAT1 blocker; G = APP 5'UTR act; H = APP transl inh; I = RAM inhibit; J = Hsp70 activator
> O=C(N/C(=C\c1cccs1)C(=O)N1CCCCCC1)c1ccccc1
  A = 1.1; B = 93; C = -3; D = 86; E = 12; F = 16; G = 10; H = -10; I = 0.3; J = -0.3
> COc1ccccc1NC(=S)N(Cc1ccccc1)Cc1ccccn1
  A = 1; B = 97; C = -4; D = 101; E = 4; F = -2; G = 1; H = -1; I = 3.0; J = -0.4
> COc1cc(OC)c(OC)cc1CN1CCCC(C(=O)N2CCCCC2)C1 (stereo not drawn)
  A = 1; B = 92; C = 0; D = 104; E = 10; F = -5; G = 4; H = -4; I = 0.7; J = -0.1
> Cc1cccc(OCCN2C(=O)C(=O)c3cc(C)ccc32)c1
  A = 3.8*; B = 92; C = 10; D = 114; E = 15; F = -15; G = -93; H = 93*; I = 1.0; J = -0.3
> CCC(/C=N/NC(=O)c1ccccc1F)CC
  A = 1; B = 105; C = -4; D = 110; E = -3; F = -13; G = 23; H = -22; I = 1.1; J = -0.1
> COc1ccc(C(C(=O)NC2CCCC2)N(CC2CCCO2)C(=O)Cn2nnc(-c3ccc(C)o3)n2)cc1 (stereo not drawn)
  A = 0.97; B = 106; C = -3; D = 103; E = -8; F = -3; G = 18; H = -18; I = 4.3; J = 0.0
> O=C(NCCCn1ccnc1)C(=O)NCC(c1cccnc1)N1CCN(c2ccc(F)cc2)CC1 (stereo not drawn)
  A = 0.94; B = 96; C = -2; D = 97; E = 4; F = 3; G = 12; H = -12; I = -0.1; J = 0.3
> CSCCC(NC(=O)c1ccc(Cl)cc1)C(=O)O (stereo not drawn)
  A = 1.1; B = 104; C = -3; D = 106; E = 2; F = -6; G = 13; H = -13; I = 1.9; J = 0.1
> O=C(N/N=C/c1ccccc1F)NC1CCCCC1
  A = 2.2; B = 104; C = 5; D = 130*; E = -1; F = -34; G = 54; H = -54; I = 1.0; J = -0.3
> Cc1ccccc1N(CC(=O)NC1CCCC1)C(=O)c1csnn1
  A = 1.2; B = 103; C = -6; D = 97; E = 0; F = 3; G = 13; H = -13; I = 0.8; J = -0.2
> COc1ccc2c(c1)c(=O)oc1cc(OCC(=O)N3CCCC(C)C3)ccc12 (stereo not drawn)
  A = 0.7; B = 100; C = 5; D = 95; E = 4; F = 5; G = 18; H = -18; I = 3.0; J = 0.1
> CC(C)N1C(=O)CCC1C(=O)NCc1ccccc1Cl (stereo not drawn)
  A = 1.1; B = 95; C = -3; D = 109; E = 6; F = -10; G = 40; H = -40; I = -1.3; J = -0.1
> O=C(NN=C1CCN(Cc2ccccc2)CC1)C(O)c1ccccc1 (stereo not drawn)
  A = 1.1; B = 109; C = -4; D = 106; E = -14; F = -7; G = -11; H = 11; I = 0.9; J = -0.4
> O=C1C2CC=CCC2C(=O)N1Cc1ccccc1 (stereo not drawn)
  A = 1.1; B = 103; C = -6; D = 95; E = 1; F = 5; G = -3; H = 3; I = -0.1; J = -0.5
> CCN(CC)S(=O)(=O)c1ccc(C(=O)OCn2c(SC)nnc(C)c2=O)cc1
  A = 0.94; B = 99; C = -1; D = 99; E = -2; F = 3; G = 24; H = -24; I = -0.1; J = -0.4

The list goes on:
Codes – A = NF-kB neuron act; B = STAT3 activator; C = FLuc inh counter; D = STAT1 act; E = STAT3 blocker; F = STAT1 blocker; G = APP 5'UTR act; H = APP transl inh; I = RAM inhibit; J = Hsp70 activator
> O=C(NCc1ccco1)c1noc2c1CCCCC2
  A = 1.6; B = 100; C = -8; D = 116; E = 4; F = -18; G = 15; H = -15; I = -0.4; J = 0.1
> N#Cc1c[nH]n2c(=O)cc(Cc3ccccc3)nc12
  A = 1.1; B = 104; C = -3; D = 96; E = -5; F = 4; G = 6; H = -6; I = 1.0; J = 0.0
> Cc1ccc(S(=O)(=O)N(Cc2ccc(F)cc2)Cc2ccco2)cc1
  A = 1; B = 104; C = -8; D = 89; E = -5; F = 12; G = 1; H = 0; I = 1.7; J = -0.4
> O=C(Cn1nc(C(=O)O)c2ccccc2c1=O)NCC1CCCO1 (stereo not drawn)
  A = 0.97; B = 96; C = -7; D = 95; E = 9; F = 4; G = 0; H = 0; I = -1.2; J = -0.3
> O=C(C1CCC(C(=O)N2CCCC2)CC1)N1CCCC1 (stereo not drawn)
  A = .; B = 104; C = .; D = 97; E = 0; F = -1; G = 8; H = -8; I = .; J = 0.0
> COc1ccccc1CP(=O)(c1ccccc1)c1ccccc1
  A = 1.2; B = 92; C = -3; D = 94; E = 12; F = 7; G = -3; H = 3; I = 1.9; J = 0.0
> CC1=CN2C(=NC(=O)CC2(C)C(=O)N(CC(=O)NC2CCCC2)c2ccccc2C)C=C1 (stereo not drawn)
  A = 1.1; B = 97; C = -3; D = 98; E = 5; F = 2; G = -4; H = 4; I = -0.4; J = -0.5
> CCn1nc(NC(=O)c2cccnc2)c2cc3cccc(C)c3nc21
  A = 0.73; B = 86; C = -4; D = 107; E = 18; F = -8; G = -6; H = 6; I = -0.4; J = -0.2
> COC(=O)c1c(NC(=O)CSc2nnnn2-c2ccccc2)sc2c1CCC(C)C2 (stereo not drawn)
  A = 0.9; B = 104; C = -4; D = 102; E = -1; F = -3; G = -11; H = 11; I = 2.1; J = -0.3
> CCOC(=O)C(=Cc1ccc(-c2ccsc2C(=O)OC)o1)C(=O)OCC
  A = 1.1; B = 100; C = -2; D = 95; E = 1; F = 5; G = 4; H = -4; I = 1.6; J = 0.1
> O=C(Nc1ccccc1C(=O)N1CCCC1)c1ccccc1
  A = 1.5; B = 98; C = -2; D = 104; E = 4; F = -4; G = 6; H = -6; I = 0.6; J = 0.0
> NC(=S)N/N=C/C=C/c1ccccc1
  A = 1.6; B = 84; C = 0; D = 106; E = 15; F = -6; G = -8; H = 8; I = 1.1; J = -0.3
> CCCSc1nc2c(cnn2-c2ccc(C)c(C)c2)c(=O)[nH]1
  A = 1.1; B = 98; C = -6; D = 101; E = 11; F = -1; G = 9; H = -9; I = 5.0; J = -0.2
> CCCOc1ccc(-c2cn3ccccc3n2)cc1[N+](=O)[O-]
  A = 4.1*; B = 85; C = 78*; D = 120; E = 22; F = -22; G = 142*; H = -142; I = -0.1; J = 0.2
> COc1ccc(OC)c2[nH]c(=O)c(CCNC(=O)COc3ccccc3)cc12
  A = 0.89; B = 99; C = -6; D = 99; E = 5; F = 1; G = 1; H = -1; I = 1.6; J = -0.7

Remaining list, next part.
Codes – A = NF-kB neuron act; B = STAT3 activator; C = FLuc inh counter; D = STAT1 act; E = STAT3 blocker; F = STAT1 blocker; G = APP 5'UTR act; H = APP transl inh; I = RAM inhibit; J = Hsp70 activator
> COc1ccc(OC)c(/C=C/C(=O)c2ccc(Cl)cc2)c1
  A = 1.5; B = 94; C = 7; D = 103; E = 12; F = -3; G = 2; H = -2; I = 13*; J = 0.2
> O=c1c2c3c(sc2ncn1/N=C/c1ccco1)CCCC3
  A = 1.4; B = 89; C = 12; D = 120; E = 16; F = -22; G = 7; H = -7; I = 0.8; J = -0.3
> COC(=O)c1cc(OC)c(OC)cc1NC(=O)C1CCCO1 (stereo not drawn)
  A = 1.1; B = 89; C = -4; D = 100; E = 19; F = -2; G = 9; H = 12; I = -0.8; J = -0.4
> COc1cccc(Nc2nc(N)nc(-c3oc4ccccc4c3C)n2)c1
  A = 1.3; B = 123; C = -4; D = 134*; E = -24; F = -38; G = -76; H = 76*; I = 1.5; J = -0.1
> O=C(NCc1cccs1)c1cc(C2CC2)on1
  A = 2.4; B = 105; C = 3; D = 114; E = -1; F = -16; G = 5; H = -5; I = -0.9; J = 2.6
> COc1ccc(NC(=O)Nc2ccc(Cc3ccncc3)cc2)c(OC)c1
  A = 1.3; B = 89; C = -4; D = 102; E = 16; F = -2; G = 0; H = 0; I = 0.8; J = -0.2
> COc1ccc2[nH]c(=O)c(CN(CCc3cccc(C)c3)C(C)=O)cc2c1
  A = 0.76; B = 98; C = -4; D = 99; E = 0; F = 1; G = 6; H = -6; I = 1.3; J = -0.4
> Nc1c(C(=O)Nc2ccccc2)sc2nc(-c3ccco3)ccc12
  A = 0.74; B = 127; C = 2; D = 110; E = -30; F = -12; G = 83; H = -83; I = 11*; J = -0.1
> CCCCNC(=S)Nc1ccc(Oc2ccccc2)cc1
  A = 1.1; B = 99; C = 4; D = 99; E = 9; F = 0; G = -3; H = 4; I = 2.4; J = 0.1
> CCN1CCN(S(=O)(=O)c2cccc(S(=O)(=O)N3CCOCC3)c2)CC1
  A = 1; B = 103; C = 0; D = 98; E = 1; F = 1; G = 34; H = -34; I = 1.9; J = -0.4
> COc1ccc(OCCC(=O)OCC(=O)NC(=O)NC(C)(C)C)cc1
  A = 1; B = 99; C = -4; D = 100; E = 0; F = 0; G = 3; H = -3; I = 0.8; J = 0.0
> CC(C)CC(NC(N)=O)C(=O)OCC(=O)Nc1ccc(SC(F)F)cc1 (stereo not drawn)
  A = 1.4; B = 106; C = 4; D = 104; E = -5; F = -6; G = 17; H = -17; I = 0.5; J = -0.1
> O=C1c2ccccc2C(Nc2ccc(S(=O)(=O)N3CCOCC3)cc2)N1c1cccnc1 (stereo not drawn)
  A = 1; B = 98; C = -7; D = 96; E = 7; F = 5; G = 4; H = -4; I = 1.3; J = 0.0
> COC(=O)c1ccc(COC(=O)Cc2n[nH]c(=O)c3ccccc23)cc1
  A = 1.3; B = 93; C = -3; D = 87; E = 11; F = 13; G = 2; H = -2; I = 1.6; J = 0.0

Random excerpt: 5 records from the list, in no set order.
Codes – A = NF-kB neuron act; B = STAT3 activator; C = FLuc inh counter; D = STAT1 act; E = STAT3 blocker; F = STAT1 blocker; G = APP 5'UTR act; H = APP transl inh; I = RAM inhibit; J = Hsp70 activator
> CCCCNC(=S)Nc1ccc(Oc2ccccc2)cc1
  A = 1.1; B = 99; C = 4; D = 99; E = 9; F = 0; G = -3; H = 4; I = 2.4; J = 0.1
> CC(C)CC(NC(N)=O)C(=O)OCC(=O)Nc1ccc(SC(F)F)cc1 (stereo not drawn)
  A = 1.4; B = 106; C = 4; D = 104; E = -5; F = -6; G = 17; H = -17; I = 0.5; J = -0.1
> COC(=O)c1ccc(COC(=O)Cc2n[nH]c(=O)c3ccccc23)cc1
  A = 1.3; B = 93; C = -3; D = 87; E = 11; F = 13; G = 2; H = -2; I = 1.6; J = 0.0
> Nc1c(C(=O)Nc2ccccc2)sc2nc(-c3ccco3)ccc12
  A = 0.74; B = 127; C = 2; D = 110; E = -30; F = -12; G = 83; H = -83; I = 11*; J = -0.1
> O=C(NCc1cccs1)c1cc(C2CC2)on1
  A = 2.4; B = 105; C = 3; D = 114; E = -1; F = -16; G = 5; H = -5; I = -0.9; J = 2.6
